MPTP inh: inhibitors of mitochondrial permeability transition pore; isolated mouse mitochondria, Ca2+ swelling absorbance, 30 min; 360,000 tested, 1.4% active; inhibition, % at 10 µM;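 active = inhibition of 50% or more, scaled per plate between neutral and stimulator controls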;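 also: 0% = DMSO wells given calcium and 100% = 1 mM EGTA wells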
GRIN3A LBD mod: NR3A (human) ligand-binding domain modulation; NR3A LBD differential scanning fluorimetry, Tm shift; 0% = protein alone, 100% = glycine-bound protein; Tm shift relative to glycine control, % at 25 µM; 340,000 tested, 2.5% active;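 active = melting temperature shift of at least 10% of the positive control shift, at one fixed dose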
Numbers without * were called inactive.

SMILES	MPTP inh	GRIN3A LBD mod
CCCN(CCC)CC(O)Cn1cc(/C=C/C(=O)c2cccs2)c2ccccc21 (stereo unspecified)	74.4*	-2.0
Cc1ccc(S(=O)(=O)Nc2c(C)n(C)n(-c3ccccc3)c2=O)cc1C(=O)NCc1ccco1	0.2	0.1
CCCCCCCCNS(=O)(=O)CCNC1CC1	-0.3	0.2
C[C@@H]1CN[C@H](CCO)/C1=C\c1ccccc1	0.2	-0.2
O=C(NC(=O)c1c(F)cccc1F)Nc1cccc(Oc2ncc(Cl)cn2)c1	0.4	1.0
N#CC1=C(N)C2=CCCC[C@H]2[C@H](c2ccc(Br)cc2)C1(C#N)C#N	0.1	-8.0
COc1ccc(S(=O)(=O)NCC(c2cccnc2)N2CCN(c3ccccc3OC)CC2)cc1C (stereo unspecified)	-11.2	-0.2
CCN(c1ccccc1)S(=O)(=O)c1ccc(C(=O)NCC(c2ccccc2OC)N2CCCC2)cc1 (stereo unspecified)	0.5	1.8
CCCCN1CC(COc2ccccc2)Oc2cccc(F)c2S1(=O)=O (stereo unspecified)	-1.0	1.7
CCOC(=O)/C=c1/s/c(=C/c2ccccc2OC)c(=O)n1CC(=O)N1CCOCC1	-0.1	-2.5
O=C1ON=C(c2ccccc2)/C1=C/c1ccc(-c2ccccc2[N+](=O)[O-])o1	0.9	22.5*
O=C(NCC1CC1)Nc1ccccc1	-0.3	-3.6
CC(=O)Nc1ccc2c(c1)C(=Nc1cccc(C)c1)c1ccccc1-2	8.9	-25.4
C=CCSc1nnc(CSc2nc3sc4c(c3c(=O)[nH]2)CCCC4)n1-c1ccccc1	0.6	-2.1
O=C(NNC(=O)c1cccc2ccccc12)c1cccc(Br)c1	-1.3	4.0
CC1=CC(C)(C)NC(=S)N1CCO	-1.9	-2.1
C=CCCC1CN(CCCC)S(=O)(=O)c2c(F)cccc2O1 (stereo unspecified)	-0.7	18.1*
O=C(COc1ccc(Cl)cc1)Nc1ncc([N+](=O)[O-])s1	95.0*	-4.1
C=CCN1CCN(C(c2ccc(OC)c(OC)c2)c2nnnn2C(C)(C)C)CC1 (stereo unspecified)	-1.4	3.1
NC(=O)c1ncn([C@@H]2O[C@H](CNCc3ccccc3OCc3ccc(Cl)cc3Cl)[C@@H](O)[C@H]2O)n1	-0.8	3.1
S=C(NN=Cc1ccc2c(c1)OCO2)NN=Cc1ccc2c(c1)OCO2	-0.5	-8.5
O=Nc1c(O)c2ccccc2c2ccccc12	2.3	-4.7
COc1ccc2[nH]c3c(NCCC4=CCCCC4)ncnc3c2c1	94.1*	-0.3
COc1cc(N)c2ncsc2c1	0.0	0.5
Cc1cn([C@H]2C[C@H](O)[C@@H](CCC(=O)NCc3ccccc3)O2)c(=O)[nH]c1=O	10.2	-0.2
CCOC(=O)C1C(=O)C(=O)N(C(C)C)C1C(=O)OCC (stereo unspecified)	-2.6	1.5
O=c1oc2ccccc2c(O)c1Sc1c(O)c2ccccc2oc1=O	-1.4	-5.7
COC1OC2COC(c3ccccc3)OC2C(OC(C)=O)C1OC(C)=O (stereo unspecified)	-1.2	-1.0
CCOC(=O)c1c2c(n(Cc3ccccc3)c1C)C(=O)C(=O)c1ccccc1-2	3.6	-2.3
CCN(CC(=O)NCc1ccc(F)cc1)C(=O)c1cccc(S(=O)(=O)N(C)c2ccc(OC)cc2)c1	-0.3	0.4
C=C(C)C(=O)Nc1nnc(-c2ccccc2C)s1	0.3	-0.3
O=C(Nc1ccc(C(=O)N2CCCCC2)cc1)C1CCCC1	-1.0	-1.1
CC(=O)N1c2cc3ccccc3cc2N(C(C)=O)c2cc3ccccc3cc21	0.8	-0.5
ClC(Cl)(c1nnnn1-c1ccccc1)c1nnnn1-c1ccccc1	7.5	5.0
NC(=O)Cc1ccc2sc(-c3ccccc3)nc2c1	1.2	-2.6
O=C(CN1CCCCCC1)Nc1nc2ccccc2s1	-0.2	0.4
CN(Cc1ccccc1)C(=O)c1cccc(NC(=O)Cc2ccc(NC(=O)C3CCCN(C(=O)C4CCC4)C3)cc2)c1 (stereo unspecified)	0.4	-1.9
Cc1ccc2c(COC(=O)C3=COCCO3)cc(=O)oc2c1	1.9	1.4
CC(=O)Oc1ccc2ccc3ccc(C(C)=O)cc3c2c1	1.7	-1.3
Cn1cc[nH]c1=S	3.0	-0.5
COc1cc(NC(=O)Cn2ncc(Cl)c(Cl)c2=O)c(C)cc1[N+](=O)[O-]	-1.4	-0.3
CCCn1c(C(C)NC(=O)c2ccccc2)nc2ccccc21 (stereo unspecified)	-0.7	-2.7
O=C(Nc1ccc2c(c1)nc1n2CCN(C2CCCCC2)C1)c1ccco1	1.6	-1.3
Cc1cccc(NC(=O)/C=C/c2ccc([N+](=O)[O-])s2)c1	11.8	12.4*
CC(=O)Nc1ccc(Sc2ccc([N+](=O)[O-])o2)cc1	-2.3	0.5

Fetched by compound from the list above (2):
SMILES	MPTP inh	GRIN3A LBD mod
Cn1cc[nH]c1=S	3.0	-0.5
O=C(CN1CCCCCC1)Nc1nc2ccccc2s1	-0.2	0.4

Continuation:
SMILES	MPTP inh	GRIN3A LBD mod
CCOc1ccccc1-c1c2cc(O)c(=O)cc-2oc2cc(O)c(O)cc12	12.0	-9.4
CCc1c(Nc2ccccc2Cl)nc(N)[nH]c1=O	2.1	-0.2
O=c1c2ccccc2ncn1CCc1ccncc1	-0.3	-0.2
Cc1cccc(N=C2CCCC2C(=O)Nc2cccc(C)c2C)c1C (stereo unspecified)	-1.3	1.2
CCN(CC(=O)Nc1ccccc1C(F)(F)F)C(=O)CN1C(=O)NC(C)(c2ccc3ccccc3c2)C1=O (stereo unspecified)	-1.2	3.1
CN1C(=O)/C(=C/c2ccc(-c3ccccc3[N+](=O)[O-])o2)SC1=Nc1ccc(Cl)c(C(=O)O)c1	9.9	-4.9
O=C(CNC(=O)c1cc(S(=O)(=O)N2CCOCC2)ccc1N1CCCC1)Nc1ccc(F)c(F)c1	0.3	4.3
CC1(C)CC(NC(=O)c2ccccc2NS(=O)(=O)c2ccc(Br)cc2)CC(C)(C)N1	0.0	1.8
O=C(O)CC(C(=O)O)C(c1ccccc1)c1ccccc1 (stereo unspecified)	0.5	0.2
CC(=NO)c1ccc2c(c1)C(=NO)c1ccccc1-2	0.9	1.3
Cc1c(C(=O)OCC(O)=C(C#N)c2nc3ccccc3[nH]2)oc2ccc(Br)cc12	1.9	-2.0
COc1cc(C(=O)Oc2ccccc2OC(=O)c2cc(OC)c(OC)c(OC)c2)cc(OC)c1OC	-0.2	0.6
COc1cc(O)cc(/C=C/c2ccccc2)c1	2.6	-1.0
COc1ccc(NC(=O)N(C)C[C@H]2Oc3ccc(NC(=O)Nc4ccc5c(c4)OCO5)cc3C(=O)N([C@H](C)CO)C[C@@H]2C)cc1	2.0	-2.5
Brc1ccc(C=Nc2ccc(Nc3ccccc3)cc2)s1	-0.7	11.8*

Already shown: an excerpt of the list.
SMILES	MPTP inh	GRIN3A LBD mod
CC(=O)Nc1ccc(Sc2ccc([N+](=O)[O-])o2)cc1	-2.3	0.5
CCOc1ccccc1-c1c2cc(O)c(=O)cc-2oc2cc(O)c(O)cc12	12.0	-9.4
CCc1c(Nc2ccccc2Cl)nc(N)[nH]c1=O	2.1	-0.2
O=c1c2ccccc2ncn1CCc1ccncc1	-0.3	-0.2
Cc1cccc(N=C2CCCC2C(=O)Nc2cccc(C)c2C)c1C (stereo unspecified)	-1.3	1.2
CCN(CC(=O)Nc1ccccc1C(F)(F)F)C(=O)CN1C(=O)NC(C)(c2ccc3ccccc3c2)C1=O (stereo unspecified)	-1.2	3.1
CN1C(=O)/C(=C/c2ccc(-c3ccccc3[N+](=O)[O-])o2)SC1=Nc1ccc(Cl)c(C(=O)O)c1	9.9	-4.9
O=C(CNC(=O)c1cc(S(=O)(=O)N2CCOCC2)ccc1N1CCCC1)Nc1ccc(F)c(F)c1	0.3	4.3
CC1(C)CC(NC(=O)c2ccccc2NS(=O)(=O)c2ccc(Br)cc2)CC(C)(C)N1	0.0	1.8
O=C(O)CC(C(=O)O)C(c1ccccc1)c1ccccc1 (stereo unspecified)	0.5	0.2
CC(=NO)c1ccc2c(c1)C(=NO)c1ccccc1-2	0.9	1.3
Cc1c(C(=O)OCC(O)=C(C#N)c2nc3ccccc3[nH]2)oc2ccc(Br)cc12	1.9	-2.0
COc1cc(C(=O)Oc2ccccc2OC(=O)c2cc(OC)c(OC)c(OC)c2)cc(OC)c1OC	-0.2	0.6
COc1cc(O)cc(/C=C/c2ccccc2)c1	2.6	-1.0

The list continues:
SMILES	MPTP inh	GRIN3A LBD mod
O=C1C(Cl)=C(NCCCN2CCOCC2)C(=O)c2ccccc21	2.6	-0.5
CCOc1ccc(NC(=O)CN(C)C(=O)c2c(C)nn(Cc3ccccc3Cl)c2C)cc1OCC	0.0	0.4
Cc1[nH]c2ccccc2c1/C=N/Nc1ccc([N+](=O)[O-])cc1	-5.3	25.4*
CCOC(=O)Nc1cc2c(c(N)n1)N=C(c1ccccc1)CN2	-0.9	7.1
CC1=NN(C(=O)c2ccc(C)o2)C(O)(c2ccccc2)C1 (stereo unspecified)	0.3	1.1
O=C(CCCCn1ccc(=O)[nH]c1=O)Nc1ccc(C(=O)O)c(O)c1	-0.5	-0.5
FC(F)(F)c1cccc(NC(=S)NC(c2ccccc2)c2ccccc2)c1	70.3*	29.9*
CC1CCCN(CCCOc2ccccc2-c2ccccc2)C1 (stereo unspecified)	12.8	-0.4
CC1(C)COC(c2ccc3c(c2)OCO3)OC1	-1.6	11.2*
Cc1ccc(S(=O)(=O)N2CCN(C(=O)c3cc(S(=O)(=O)N4CCOCC4)c(Cl)cc3Cl)CC2)cc1	-0.4	-19.6
CC(=O)Nc1cccc2ccc(O)cc12	-3.2	2.0
COc1ccc(C(=Cc2ccccc2)C(=O)O)cc1	-0.4	1.5
Cc1cc(C(=O)Nc2ccncc2)c(C)o1	-0.4	0.5
NCC(=O)NCC(=O)NC1(C(=O)O)CCCC1	-3.7	0.2
O=C1c2ccccc2C(=O)c2c(/C=C/N3CCCCC3)ccnc21	2.0	1.0
CCCCN(C(=O)c1cccc2c(=O)c(C)c(-c3ccccc3)oc12)c1ccccc1	4.9	-2.6
O=C1C2CC=CCC2C(=O)N1c1nccs1 (stereo unspecified)	-0.1	0.5
COc1ccc(CCN(C)CC(O)COC(c2ccc(F)cc2)c2ccc(F)cc2)cc1OC (stereo unspecified)	-1.4	-3.9
O=C1NC(Cc2ccc(O)cc2)c2nc3cc(Cl)ccc3c(=O)n2-c2cc(Cl)ccc21 (stereo unspecified)	-0.7	7.0
C=C(C)CNC(=S)Nc1nc2c(cc1C(=O)OCC)CCCC2	0.7	-0.4
O=C(O)C1=CC2C=C(Cl)C=CC2OC1=O (stereo unspecified)	-0.5	1.3
CC(C)CCCCCCCCCCCCC(=O)NCC(=O)NC1C(O)C(O)C(Nc2ncnc3nc[nH]c23)OC1C(O)CO (stereo unspecified)	2.1	-5.0
N#Cc1ccc(-c2csc(NC3=NCCCCC3)n2)cc1	-2.4	1.2
CN(c1ccc(OCC(=O)Nc2ccc(S(N)(=O)=O)cc2)cc1)S(=O)(=O)c1ccc(F)cc1	-0.4	-10.7
COc1ccccc1Nc1ccc2c(O)cc(S(=O)(=O)O)cc2c1	4.1	-1.0
C=CCNC(=S)N/N=C/c1ccc(C)c([N+](=O)[O-])c1	-0.6	1.0
N#CCCCC1(CCCC#N)OCCO1	-0.2	-1.4
COc1ccc(NC(=O)/C(N=Nc2cccc(S(=O)(=O)Nc3ccc(SC(F)F)cc3)c2)=C(\C)O)cc1	4.1	28.0*
COc1ccc(-c2csc(Nc3cccc(C)n3)n2)cc1C	1.1	3.7
CCOC(=O)c1c(C)oc2c(CC(=O)c3ccccc3)c(Cl)c(O)c(O)c12	3.0	-10.7
CC(C)NC(=O)Nc1ccc2c(c1)C(=O)N([C@H](C)CO)C[C@H](C)[C@@H](CN(C)C(=O)NC(C)C)O2	-0.4	2.3
Cc1[nH]c2ccccc2c1C(=O)C(=O)NCc1ccncc1	2.1	0.1
[O-]C(=C(C(=S)Nc1cccc2ccccc12)[n+]1ccccc1)c1ccc2c(c1)OCCO2	0.8	-6.7
CC(=O)n1nc(-c2ccc(C)cc2)nc1NCc1ccco1	1.8	-0.6
Cc1ccc(N/N=C(\Cc2nc3ccccc3[nH]2)c2ccccc2)cc1	5.5	-14.2
Cc1ccc2c(c1)S(=O)(=O)N(C)C(c1ccccc1)=C2	0.9	1.3
CN(C)c1nc(C=C(C#N)C#N)c(Cl)n1-c1ccc(F)cc1	0.4	-1.4
F[B-](F)(F)c1cc2cc(Br)ccc2s1	0.3	9.2
Cc1cc(=O)n2c3c(c4c(cc13)c(CN(C)C)cc(=O)n4C)OC2	-1.6	-2.8
O=C1CSC(=S)N1Cc1cccs1	-0.7	-3.5
COc1ccc(C=NN=C2c3ccccc3-c3ccccc32)cc1O	4.3	-16.8
COc1cc(/C=C(\C#N)c2ccccn2)ccc1OCc1ccccc1	-1.4	-6.7
Cc1ccc(OC(=O)c2ccccc2)cc1C	-0.2	0.7
O=[N+]([O-])c1ccccc1N(S(=O)(=O)c1ccccc1)S(=O)(=O)c1ccccc1	0.4	3.8
COc1cccc(C(CCc2cc(OC)c(OC)c(OC)c2)NC(C)=O)c1 (stereo unspecified)	-0.1	1.8
CC(C)C[C@@H](CN1CCC[C@@H]1CN1C(=O)C(=O)NC[C@@H]1Cc1ccccc1)N1C[C@H](Cc2ccc(O)cc2)N(CC2CCCCC2)C(=O)C1=O	0.1	-1.4
Cc1nc(Nc2ccc(Cl)c(Cl)c2)sc1C(/C=C/c1ccc2c(c1)OCO2)=NNc1ccc([N+](=O)[O-])cc1[N+](=O)[O-]	1.5	-6.8
O=C(CCN1CCCCC1)N1CCc2c([nH]c3ccccc23)C1c1cccnc1 (stereo unspecified)	-0.5	-2.3
CN(c1ccccc1N(C)S(=O)(=O)c1ccccc1)S(=O)(=O)c1ccccc1	0.6	-1.6
CCN1CCN(Cc2ccc(NC(=O)c3ccc(C)c(NC(=O)c4cncc(-c5cccs5)c4)c3)cc2C(F)(F)F)CC1	5.7	-0.8
CCOC(=O)C1C(=O)C=C(c2ccc(C)cc2)CC1c1ccc([N+](=O)[O-])cc1 (stereo unspecified)	-0.7	1.2
O=C(Cn1ncc(Cl)c(Cl)c1=O)c1ccc(Cl)cc1	1.5	-2.0

Screening results: PubChem, Sanford-Burnham Center for Chemical Genomics

Only part of the results is shown (hit frequency here may not be typical).
